CHT block: inhibitors of human choline transporter CHT; CHT-expressing cells, membrane potential dye, choline response; active compounds read low; B-score at 10 µM; actives 0.86% (n = 310,000); High affinity choline transporter 1 (Homo sapiens), Q9GZV3;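 active means B-score over 3 SD under the library average, and starting fluorescence ratio not unusually high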;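 further: choline stimulus applied at its EC90 after an EC20 pre-addition; B-score computed on integrated fluorescence ratio after choline addition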
Target sequence (Q9GZV3 whole entry, looked up): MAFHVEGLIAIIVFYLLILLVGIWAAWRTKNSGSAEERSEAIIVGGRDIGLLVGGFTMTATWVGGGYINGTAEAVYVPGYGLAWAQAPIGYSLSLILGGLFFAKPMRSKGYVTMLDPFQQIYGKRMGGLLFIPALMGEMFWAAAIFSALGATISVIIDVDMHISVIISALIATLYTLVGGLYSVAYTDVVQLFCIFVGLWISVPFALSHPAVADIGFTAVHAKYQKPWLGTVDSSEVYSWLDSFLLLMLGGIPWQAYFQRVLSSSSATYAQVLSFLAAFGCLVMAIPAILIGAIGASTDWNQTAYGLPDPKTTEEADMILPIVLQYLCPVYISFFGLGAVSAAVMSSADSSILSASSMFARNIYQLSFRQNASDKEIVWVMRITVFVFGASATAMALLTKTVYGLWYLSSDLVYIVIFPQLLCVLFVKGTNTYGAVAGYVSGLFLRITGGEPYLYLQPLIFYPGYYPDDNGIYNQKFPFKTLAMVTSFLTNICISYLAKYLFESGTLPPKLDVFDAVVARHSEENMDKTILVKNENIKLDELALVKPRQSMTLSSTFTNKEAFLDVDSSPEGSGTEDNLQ
CHT allo act: CHT positive allosteric modulators, primary screen, cell-based, membrane potential dye, choline EC20. High affinity choline transporter 1 (Homo sapiens), Q9GZV3. CHT-expressing cells; active compounds read high; LV-AA mutant CHT in HEK293 cells. B-score at 10 µM. actives 0.49% (n = 310,000). AID 488977, 2010;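 active means initial fluorescence not abnormally high and integrated response B-score, plate-corrected, over 3 SD above library mean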
Calls only; i = inactive.

SMILES	CHT block	CHT allo act
O=C(CN1c2ccccc2S(=O)(=O)c2ccccc21)Nc1ccccc1F	i	i
Cc1ccccc1NC(=O)Nc1ccc(C(F)(F)F)cc1	i	i
Cc1cc(C)cc(OCCNS(=O)(=O)c2cccs2)c1	i	i
COc1ccc(CNS(=O)(=O)c2cc3c(cc2Cl)NC(=O)CO3)cc1	i	i
Cc1cc(S(=O)(=O)N2CCOCC2)ccc1OCC(=O)Nc1ccccc1F	i	i
CS(=O)(=O)N(CCc1ccccc1)CC(=O)Nc1ccccc1	i	i
Cc1cccc(NC(=O)C2CCN(S(=O)(=O)c3c(C)[nH]c(=O)[nH]c3=O)CC2)c1	i	i
Cn1c(=O)c2c(nc(NCc3ccco3)n2CC(O)CO)n(C)c1=O (centres undefined)	i	i
Cc1ccc(S(=O)(=O)N(C)C)cc1NC(=S)NC1CCCC(C)C1C (centres undefined)	i	i
COc1cc2c(cc1OC)CN(C(=O)Nc1ccccc1Cl)CC2	i	i
O=C1OCCC1Sc1nc2cc(Cl)ccc2s1 (centres undefined)	i	i
CC(=O)C1=C(O)CCC1=N	i	i
C/C=C(/C)C(=O)OC1c2c(ccc3ccc(=O)oc23)OC(C)(C)C1OC(C)=O (centres undefined)	i	i
Cc1ccc(NS(=O)(=O)c2ccc3c(c2)NC(=O)C(C)C(=O)N3)c(Br)c1 (centres undefined)	i	i
O=C1NC(=O)/C(=C\c2ccsc2)N1	i	i

Next part; the last 3 above are carried over.
SMILES	CHT block	CHT allo act
C/C=C(/C)C(=O)OC1c2c(ccc3ccc(=O)oc23)OC(C)(C)C1OC(C)=O (centres undefined)	i	i
Cc1ccc(NS(=O)(=O)c2ccc3c(c2)NC(=O)C(C)C(=O)N3)c(Br)c1 (centres undefined)	i	i
O=C1NC(=O)/C(=C\c2ccsc2)N1	i	i
O=C(CC(c1ccccc1)c1ccccc1)NCC1CCCO1 (centres undefined)	i	i
CC1CCCN(CCCNC(=O)c2nn(C)c3c2CS(=O)(=O)c2ccccc2-3)C1 (centres undefined)	i	i
O=C(CC1CS(=O)(=O)CC1CC(=O)Nc1ccc2c(c1)OCCO2)Nc1ccc2c(c1)OCCO2 (centres undefined)	i	i
CCOC(=O)C1CCN(S(=O)(=O)c2ccc(OC)c(Cl)c2)CC1	i	i
CCOc1ccc(N=C(NC#N)SC)cc1	i	i
CC(C(=O)NC1C=CS(=O)(=O)C1)N1C(=O)/C(=C/c2cccc(Cl)c2)SC1=S (centres undefined)	i	i
CCOCc1cc(CN2CCCC(CNC(=O)c3ccco3)C2)ccc1OC (centres undefined)	i	i
O=C(/C=C/c1cccc(Cl)c1)NCCCN1CCOCC1	i	i
CCC(c1nnnn1C(C)(C)CC)N1CCN(c2ccccc2F)CC1 (centres undefined)	i	i
CCN(CC)CCC(c1ccc(N(C)C)cc1)c1c(OC)cc(OC)c2c(-c3ccccc3)cc(=O)oc12 (centres undefined)	i	i
COc1ccc(CNC(=O)CN(Cc2ccccc2)C(=O)CCC(=O)Nc2ccccn2)cc1	i	i
COc1cccc(NC(=O)CN(C)CC(=O)Nc2cccc(C(F)(F)F)c2)c1	i	i
CCNC(=S)NNC(=O)C1CCCCC1	i	i
Cc1ccccc1C(=O)N1CCC(C(=O)N2CCN(S(=O)(=O)c3ccccc3F)CC2)CC1	i	i
CCCCn1c(N)c(N(Cc2ccccc2OC)C(=O)COc2ccccc2C#N)c(=O)[nH]c1=O	i	i

Sorted by number of heavy atoms (smallest number first): part of the list above.
SMILES	CHT block	CHT allo act
CCNC(=S)NNC(=O)C1CCCCC1	i	i
CCC(c1nnnn1C(C)(C)CC)N1CCN(c2ccccc2F)CC1 (centres undefined)	i	i
COc1cccc(NC(=O)CN(C)CC(=O)Nc2cccc(C(F)(F)F)c2)c1	i	i
Cc1ccccc1C(=O)N1CCC(C(=O)N2CCN(S(=O)(=O)c3ccccc3F)CC2)CC1	i	i
O=C(CC1CS(=O)(=O)CC1CC(=O)Nc1ccc2c(c1)OCCO2)Nc1ccc2c(c1)OCCO2 (centres undefined)	i	i

Next part.
SMILES	CHT block	CHT allo act
Cn1c(N)c(C(=O)CSc2nc(N)cc(=O)[nH]2)c(=O)n(C)c1=O	i	i
O=C(Nc1nnc(C2COc3ccccc3O2)o1)c1ccc(F)cc1 (centres undefined)	i	i
COc1ccc(CN(C(=O)Cn2nnc(-c3ccc(C)o3)n2)C(C(=O)NCC2CCCO2)c2ccco2)cc1 (centres undefined)	i	i
Cc1noc(C)c1CSCC(=O)Nc1cc(C(F)(F)F)ccc1N1CCCCC1	i	i
Cc1ccc(NC(=O)CSc2n[nH]c(-c3ccncc3)n2)cc1	i	i
CCC(C(=O)NC1CCCC1)N(C(=O)Cn1nnc(-c2ccc(C)o2)n1)c1cccc(O)c1 (centres undefined)	i	i
O=C(CSc1nc(=O)n(CCCN2CCOCC2)c2c1CCC2)Nc1ccc(F)cc1F	i	i
CC1(C)Oc2ccc3ccc(=O)oc3c2/C(=C/Nc2ccc(O)cc2)C1=O	i	i
O=C(Nc1nc(-c2ccc(F)cc2)cs1)c1cnccn1	i	i
O=C(C1CCN(Cc2nc(Cc3cccc(F)c3)no2)CC1)N1CCOCC1	i	i
OC(CNCC(c1ccco1)N1CCCCC1)c1ccccc1 (centres undefined)	i	i
CC(C)Cn1c(C(C)C)nc([N+](=O)[O-])c1Sc1ccc(Cl)cn1	i	i
Cc1ccc(S(=O)(=O)N(C)C)cc1NC(=O)c1cc(C(C)(C)C)nn1Cc1ccccc1	i	i
CCOC(=O)c1cccc(NC(=O)c2cc3ccccc3o2)c1	i	i
Nc1nc(-c2ccccn2)nc(N)c1Cc1ccccc1F	i	i
CN1CCC(N(C)C(=O)COc2ccc(S(=O)(=O)N3CCOCC3)cc2)CC1	i	i
CCNC(=S)N/N=C(\C)c1cccc([N+](=O)[O-])c1	i	i
C/C(CC(=O)Nc1ccccn1)=N\NC(=O)C(=O)Nc1cccc(C)c1	i	i
COc1ccccc1NC(=O)c1ccc([N+](=O)[O-])cc1[N+](=O)[O-]	i	i
CC(=O)Nc1nc(SCC(=O)Nc2nnc(C)s2)[nH]c(=O)c1NC(=O)c1cccs1	i	i
Cc1ccccc1S(=O)(=O)Cc1ccc(C(=O)NCCCN(C)Cc2ccccc2)o1	i	i
COc1ccc(NC(=O)C(=O)NCCN2CCN(C(=O)c3ccc(C(C)(C)C)cc3)CC2)cc1	i	i
O=C(OCc1ccccc1F)c1cc([N+](=O)[O-])ccc1N1CCOCC1	i	i
CCOC(=O)C1CCN(Cc2ccc(OCc3ccccc3)c(OC)c2)CC1	i	i
CC(NC(=O)C1CCC(=O)N1Cc1ccccc1Cl)c1ccccc1 (centres undefined)	i	i
O=C(NC1CCCCC1)c1cc(C(=O)c2ccccc2Br)c[nH]1	i	i
O=C(c1ccc([N+](=O)[O-])cc1)N1CCN(c2cccc3[nH]ccc23)CC1	i	i
O=C(Nc1ccc(F)c(Cl)c1)Nn1cnnc1	i	i
Brc1ccc(Sc2cnc3ccccc3n2)cc1	i	i
C=CCN1CCc2cc(O)c(O)cc2C(c2ccccc2)C1 (centres undefined)	i	i

As a working copy, part of the list above.
SMILES	CHT block	CHT allo act
CN1CCC(N(C)C(=O)COc2ccc(S(=O)(=O)N3CCOCC3)cc2)CC1	i	i
CCNC(=S)N/N=C(\C)c1cccc([N+](=O)[O-])c1	i	i

The results go on:
SMILES	CHT block	CHT allo act
O=C(CSc1ccc2nnc(CCNC(=O)c3ccccc3)n2n1)NC1CCCC1	i	i
COC(=O)C1CCN(Cc2cn(-c3ccccc3)nc2-c2ccc3c(c2)OCO3)CC1	i	i
CCCOc1ccc(/C=N/n2nnnc2N)cc1OC	i	i
COc1cc(C2C(C(C)=O)=C(O)C(=O)N2c2ccc(C)cc2)ccc1O (centres undefined)	i	i
O=C1CS/C(=N/N=C/c2ccccc2)N1c1ccc(O)cc1	i	i
CCOc1ccc(N2CC(=O)Nc3ccccc3NCC2=O)cc1	i	i
Cc1cccc(N(CC(=O)NCCSCc2ccccc2)S(C)(=O)=O)c1C	i	i
CCOC(=O)C(=O)Nc1nccs1	i	i
CC1(C)CC(=O)C2=C(C1)OC(N)=C(C#N)C2c1cccc(OC(=O)c2ccco2)c1 (centres undefined)	i	i
CCCC(=O)Nc1ccc2c(c1)C(=O)NC2=O	i	i
Cc1ccc(/C=N/NC(=O)c2ccccc2OCc2ccc(F)cc2)o1	i	i
COc1ccc(CC(C(=O)Nc2ccc(OC)cc2)c2nn[nH]n2)cc1 (centres undefined)	i	i
COCC(=O)NC1CC2CCCC(C1)N2Cc1ccccc1 (centres undefined)	i	i
Cc1ccc(C(=O)NCC(=O)NCC(=O)OCC(=O)c2cccs2)cc1	i	i
Cc1ccc2nsnc2c1S(=O)(=O)NCc1ccncc1	i	i
Brc1ccc(-c2cnc(-c3cccs3)o2)cc1	i	i
CN(C)CCNc1nc(-c2ccccc2)c2c(c1C#N)CC(C)(C)OC2	i	i
CCOc1ccc(NC(=S)N2CCC(c3ccc(C)cc3)C2)cc1 (centres undefined)	i	i
CCn1c(/C=C/c2cc[n+](C)cc2)nc2ccccc21	i	i
O=C(c1ccc(Cl)cc1)c1cc(-c2ccccn2)c(N2CCOCC2)s1	i	i
Cc1cccnc1NCc1ccc(O)c2ncccc12	i	i
Cc1cc(C)c(S(=O)(=O)N2CCCC(C(=O)NC3CC3)C2)c(C)c1 (centres undefined)	i	i
CC(=O)Nc1ccc(N2C(=O)CC(Sc3nc(C)cc(C)n3)C2=O)cc1 (centres undefined)	i	i
CCOC(=O)c1cc2sc(C)cc2n1CCCN1C(=O)c2ccccc2C1=O	i	i
CSCCC(NC(=O)c1cccc(S(=O)(=O)N2CCOCC2)c1)C(=O)Nc1ccc(F)cc1 (centres undefined)	i	i
COc1ccccc1C1CCN(Cc2ccccc2)CC1	i	i
CCOc1ccc(N2C(=O)c3ccc(C(=O)OCc4c(C)noc4C)cc3C2=O)cc1	i	i
COc1cccc(C(=O)NCCS(=O)(=O)NCc2ccco2)c1	i	i
COc1ccc2oc(C(=O)OCC(=O)NC(C)c3ccccc3)c(C)c2c1 (centres undefined)	i	i
COC(=O)c1ccc(CN2CCc3ccc(NC(=O)c4ccncc4)cc3C2)cc1	i	i
CCOc1cc(/C=N/Nc2nnc(C)n2N)ccc1OC(C)=O	i	i
CCn1cc(Cl)c(C(=O)N2N=C(c3ccc4ccccc4c3)CC2c2ccccc2O)n1 (centres undefined)	i	i
CCN(C(=O)COC(=O)C1CCN(S(=O)(=O)c2cccs2)CC1)c1ccccc1	i	i
CN(C)Cc1c(-c2ccc(Cl)cc2)nc2ccc(Cl)cn12	i	i
O=C(COC(=O)/C=C/c1ccc(C(F)(F)F)cc1)NCCC1=CCCCC1	i	i
CC1Cc2cc(S(=O)(=O)CCC(=O)NCc3ccco3)ccc2N1C(=O)C1CC1 (centres undefined)	i	i
CC(=O)c1cccc(NS(=O)(=O)N(C)C)c1	i	i
COc1cc2[nH]c(=S)n(Cc3ccccc3)c(=O)c2cc1OC	i	i
O=c1[nH]c(=S)[nH]c2sc3c(c12)CCCCCC3	i	i
CC(C)c1ccc(OCC(=O)NN2C(=O)c3ccccc3C2=O)c(Br)c1	i	i
COc1ccc(C(=O)CSc2nnc(CNc3nc(-c4ccccc4)cs3)n2C)cc1	i	i
COc1ccc2nc(N/C(N)=N/S(C)(=O)=O)nc(C)c2c1	i	i
COc1ccc(NC(=O)CC#N)cc1OC	i	i
CC(C)(NO)/C(=N/O)c1cccs1	i	i
COc1ccc(-n2nc(C(=O)NCC(=O)NCCN(C)C)c3ccccc3c2=O)cc1	i	i
CC(=O)c1cccc(N(C(=O)CNC(=O)c2ccco2)C(C(=O)NCC2CCCO2)c2ccccc2)c1 (centres undefined)	i	i
O=C(/C=C/c1c(Cl)cccc1Cl)NCCCn1ccnc1	i	i
OCC[C@H]1C[C@H](O)[C@@H](O)[C@]2(CCCCO2)O1	i	i
COc1ccccc1CNC(=O)CNC(=O)c1sc2ccccc2c1Cl	i	i
COc1cccc(C(=O)N/N=C(\C)c2ccc(NC(=O)Cc3ccccc3)cc2)c1OC	i	i
OCCN1CCN(c2ncnc3c2c(-c2ccccc2)cn3-c2ccc(Br)cc2)CC1	i	i
CCC1C(=O)N=C(SCC(=O)NC2CCCCC2)NC1=O (centres undefined)	i	i
COc1ccc(NC(=O)C(=O)NNC(=O)c2ccc(Cl)cc2Cl)cc1	i	i
N#CCC(=O)Nc1ccc(C(=O)NCCC(c2ccccc2)c2ccccc2)cc1	i	i
CCCCCCNc1nc(Cl)nc(NC(C)(C)CO)n1	i	i
O=C(O)C1CC=CCC1C(=O)NNS(=O)(=O)c1ccccc1 (centres undefined)	i	i
CC(=O)c1cccc(NC(=S)NC2CC2)c1	i	i
Cc1cccc(C(=O)N[C@H](C(=O)Nc2nc(C)cs2)C(C)C)c1	i	i
Cc1ccc(C)n1-n1c(C)nc2scc(-c3ccccc3)c2c1=O	i	i
COc1cc(NC(=O)CN2C(=O)COc3ccc(S(=O)(=O)N4CCCCC4)cc32)cc(OC)c1	i	i

Random excerpt: 4 compounds from above.
SMILES	CHT block	CHT allo act
CCC1C(=O)N=C(SCC(=O)NC2CCCCC2)NC1=O (centres undefined)	i	i
CCCCCCNc1nc(Cl)nc(NC(C)(C)CO)n1	i	i
COc1ccc(NC(=O)C(=O)NNC(=O)c2ccc(Cl)cc2Cl)cc1	i	i
O=C(O)C1CC=CCC1C(=O)NNS(=O)(=O)c1ccccc1 (centres undefined)	i	i

(continued)
SMILES	CHT block	CHT allo act
CC(C)N(Cc1ccccc1)C(=O)c1ccc2c(c1)OCO2	i	i
Cc1cccc(OCC(=O)Nc2cc(Cl)ccc2-n2cncn2)c1C	i	i
O=C(O)CCCC(=O)N1CCc2cc(S(=O)(=O)NCc3ccc(F)cc3)ccc21	i	i
COc1cc(OC)c2cc[nH]c2c1	i	i
CCOC(=O)Cc1c(C)[nH]c(=S)[nH]c1=O	i	i
CC(=O)OCCN(C)c1cc(SC(C)C)c2nonc2c1[N+](=O)[O-]	i	i
Cc1ccc(-n2ncc3c(N4CCC(C(N)=O)CC4)ncnc32)c(C)c1	i	i

Assay outcomes as filed in PubChem.
